# Bioassay records from PubChem.
# SENP6 inh: inhibitors of human SENP6 protease. Q9GZR1. Recombinant SENP6 catalytic domain, aminoluciferin luminescence. inhibition, % at 10 µM. hit rate 1.8% among 330,000. AID 2599;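 active = inhibition above about 50% at the single tested dose, limit read from the data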;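 note: plate controls were DMSO wells with enzyme for no effect and DMSO wells lacking enzyme for full effect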
# Target sequence (Q9GZR1 628-1112 limits assumed): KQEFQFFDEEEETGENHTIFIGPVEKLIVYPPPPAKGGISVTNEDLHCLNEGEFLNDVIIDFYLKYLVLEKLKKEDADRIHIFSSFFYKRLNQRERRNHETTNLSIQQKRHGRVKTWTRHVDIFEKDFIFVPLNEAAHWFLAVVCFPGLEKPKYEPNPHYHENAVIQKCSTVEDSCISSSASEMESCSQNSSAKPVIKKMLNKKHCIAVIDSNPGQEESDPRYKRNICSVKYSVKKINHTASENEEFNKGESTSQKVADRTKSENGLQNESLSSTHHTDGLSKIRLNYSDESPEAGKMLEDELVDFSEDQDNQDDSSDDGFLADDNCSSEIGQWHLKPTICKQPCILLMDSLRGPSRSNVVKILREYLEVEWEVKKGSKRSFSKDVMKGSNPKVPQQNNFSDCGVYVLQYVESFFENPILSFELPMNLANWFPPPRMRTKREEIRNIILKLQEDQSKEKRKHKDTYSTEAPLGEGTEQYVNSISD
# HKDC1 inh: HKDC1 (human) hexokinase inhibition; hit rate 0.16% among 340,000; recombinant HKDC1, G6PDH/diaphorase resazurin coupled fluorescence; inhibition, % at 20 µM; Q2TB90; AID 493160;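 active = inhibition above about 35% when tested at 20 µM, limit read from the data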;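 note: plate controls were DMSO wells with enzyme for no effect and DMSO wells lacking enzyme for full effect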
#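 Incubation: 90 min at room temperature in dark / Material: recombinant HKDC1 (HK5) hexokinase enzyme, produced in-house / Quantity: enzyme 5 µg/mL final / Compound: one dose of 20 µM, 1% DMSO / Reagent: glucose and ATP substrates / Buffer or medium: Tris pH 8.0 buffer with MgCl2, Tween-20, BSA, BME / Technique: resorufin fluorescence at 613 nm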
# SENP8 block-1: blocks human SENP8 cleavage of Nedd8 substrate; Q96LD8; recombinant SENP8, Nedd8 substrate fluorescence; inhibition, % at 20 µM; hit rate 0.64% among 360,000; AID 602440; in the data active = inhibition mostly above about 40%, no sharp cut-off; inactive = mostly below about 27%
# Target sequence (Q96LD8 whole entry, looked up): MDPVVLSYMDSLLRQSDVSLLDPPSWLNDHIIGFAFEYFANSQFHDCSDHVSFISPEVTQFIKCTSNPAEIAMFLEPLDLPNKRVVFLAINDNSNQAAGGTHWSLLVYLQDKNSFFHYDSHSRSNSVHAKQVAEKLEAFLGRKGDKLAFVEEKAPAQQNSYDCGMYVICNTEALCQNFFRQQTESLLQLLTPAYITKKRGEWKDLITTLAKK
# UBC13 inh: inhibitors of human UBC13 polyubiquitin chain formation; P61088; TR-FRET; inhibition, % at 20 µM; hit rate 0.47% among 330,000; in the data active = inhibition above about 45%, passing the limit was not always enough
# Target sequence (P61088 whole entry, looked up): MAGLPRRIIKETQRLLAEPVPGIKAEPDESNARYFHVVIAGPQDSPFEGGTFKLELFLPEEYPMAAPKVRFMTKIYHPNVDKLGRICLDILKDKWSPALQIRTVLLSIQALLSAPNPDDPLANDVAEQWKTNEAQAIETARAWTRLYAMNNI
# beta cell repl: inducers of beta-cell replication in MIN6 cells | MIN6 cells proliferation, ATPlite luminescence, 48 h; cells starved in 0.2% serum; 100% = growth in 10% serum | proliferation, % at 10 µM | hit rate 0.29% among 330,000 | AID 2380;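 active = compounds whose signal lies at least 3.5 SD above the mean of all wells on their plate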;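 note: 0% = DMSO-treated cells in low-serum medium and 100% = 10% serum control; some compounds called inactive have numbers as strong as hits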
# SENP8 block-2: inhibitors of human SENP8 protease | Q96LD8 | purified SENP8, Z-RLRGG-aminoluciferin cleavage, luminescence | inhibition, % at 10 µM | hit rate 1.2% among 330,000 | AID 2540; in the data active = inhibition above about 50%
# SENP7 inh: blocks the human protease SENP7 | AID 434973 | hit rate 1.5% among 330,000 | inhibition, % at 5 µM | recombinant SENP7, Z-RLRGG-aminoluciferin luminescence, 40 min | Q9BQF6;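 active = inhibition above about 50% at the single test dose, limit read from the data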;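 note: plate controls were DMSO with enzyme for no effect and no enzyme buffer wells for full effect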
# PfG6PD inh: PfG6PD (Plasmodium falciparum) enzyme inhibition | PfGluPho enzyme, NADPH resazurin-diaphorase fluorescence | inhibition, % at 20 µM | hit rate 0.78% among 350,000;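 active = inhibition reaching at least a set limit at 20 µM in the primary screen, cut at about 59% in these data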;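 note: 0% = DMSO wells with substrate and 100% = DMSO wells lacking glucose-6-phosphate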
# SENP1 inh: inhibitors of human SENP1 SUMO protease catalytic domain; Q9P0U3; recombinant SENP1 catalytic domain, CyPet-SUMO1-YPet FRET cleavage; inhibition, % at 10 µM; hit rate 0.21% among 360,000;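 active = inhibition at least 30% at 10 µM, raw YFP signal under a set limit, fluorescence ratio 0.5 to 1.5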;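 note: 0% = enzyme with DMSO and 100% = no enzyme wells; some results filed as inactive read as strong as hits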
# Target sequence (Q9P0U3 419-644 limits assumed): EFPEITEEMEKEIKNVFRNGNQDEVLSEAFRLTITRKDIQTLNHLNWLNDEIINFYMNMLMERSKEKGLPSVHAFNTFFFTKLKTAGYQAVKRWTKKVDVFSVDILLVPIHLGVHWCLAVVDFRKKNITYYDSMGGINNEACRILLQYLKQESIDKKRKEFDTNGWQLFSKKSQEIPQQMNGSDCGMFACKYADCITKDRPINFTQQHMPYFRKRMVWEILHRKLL
#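 Compound: 10 µM single point, 0.5% DMSO; Test system: hSENP1 catalytic domain, recombinant; Timing: 50 min reaction at room temperature; Technique: FRET, CFP and YFP emission; Control set: no-enzyme wells low, DMSO-plus-enzyme wells high control.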
# * hit, by the source's call; i = inactive; · = no result given.
SMILES,SENP6 inh,HKDC1 inh,SENP8 block-1,UBC13 inh,beta cell repl,SENP8 block-2,SENP7 inh,PfG6PD inh,SENP1 inh
Cc1ccc(-c2noc(CSc3nnc(-c4cccs4)n3C)n2)cc1,-10,-6,10,-11,1,5,1,-1,4
Cc1ccc(N2C(=O)CC(Sc3ncccc3C(=O)O)C2=O)cc1 (stereo not given),7,-11,12,-4,-3,3,7,6,2
C=CCOC(=O)C1=C(C)NC(=O)NC1c1cc2c(cc1Br)OCO2 (stereo not given),10,-3,9,-1,-1,-3,-4,0,-3
CC1(C)CC(=O)C2=C(C1)N(Cc1ccco1)C(=O)C2(NC(=O)c1cccnc1)C(F)(F)F (stereo not given),-2,-1,23,9,3,1,2,-6,0
CCOc1ccccc1NC(=O)/C(C#N)=C/c1cccnc1,6,2,-18,6,-3,10,8,3,-7
CNC(=O)COC(=O)c1ccc(NC(=O)CC#N)cc1,8,3,10,11,0,-2,2,-1,-2
Cc1cc(C)n(CCNC(=O)CC2C(=O)NCCN2Cc2ccccc2C(F)(F)F)n1 (stereo not given),-12,-3,-24,-5,-1,-5,3,1,-4
Cc1c(NS(=O)(=O)c2cccc(C(=O)N3CCC(C)CC3)c2)c(=O)n(-c2ccccc2)n1C,-11,-6,2,-36,-3,-24,-7,-10,4
CC(=O)Nc1nc(C)c(Oc2ccc(Cl)cc2Cl)c(=O)[nH]1,-10,-3,13,-4,-3,-15,-6,-7,-1
COc1ccc2c(c1)C(c1ccc(C)o1)=NNC(c1cccnc1)=N2,-5,5,-12,1,0,3,7,-9,8
COc1cc(C(=O)OCc2ccc(C)cc2)cc(NC(=O)c2cccs2)c1OC,-13,-5,-35,19,1,-1,3,7,1
O=C(CSCc1cccc(Cl)c1)N/N=C/c1ccc(OCC(=O)N2CCCCC2)cc1,-4,-5,13,8,-2,3,-8,-7,2
Cc1ccc(-n2c(C)nnc2SCC(=O)N2CCOCC2)cc1,-15,-5,19,-4,0,-8,-2,-5,2
CN(C)S(=O)(=O)c1ccc(NC=O)cc1,5,3,5,14,-1,1,2,-21,0
CN(Cc1ccon1)Cc1cn(C)nc1-c1ccc2c(c1)OCCO2,6,-11,-5,7,5,-7,2,-5,2
COCC(C)n1c(C)cc(C(=O)COc2ccc(N(C)S(=O)(=O)c3ccc(NC(C)=O)cc3)cc2)c1C (stereo not given),0,5,-4,-3,-3,11,-8,-3,-1
CCOC(=O)C1=C(COC(=O)COc2ccccc2C(C)C)NC(=O)NC1C (stereo not given),-1,2,8,0,2,-10,10,7,0
Cc1ccnc(N2CCCC(C(=O)Nc3cccc(C)c3C)C2)n1 (stereo not given),-10,-3,-37,9,-3,2,-1,1,-1
CC(C)C(=O)Nc1nnc(SCc2cccc(F)c2)s1,7,-5,0,-7,-1,-2,0,-1,2
COc1cc(C(=O)N(Cc2cc3cc(C)ccc3[nH]c2=O)CC2CCCO2)cc(OC)c1OC (stereo not given),-23,-3,-36,-9,-2,-12,-8,-7,-1
CCOC(=O)C1CCN(C(=O)C2(NC(=O)NC3CCCCC3)CCCCC2)CC1,-5,-9,13,-18,-1,-2,-11,13,1
Cc1ccc(C)c(NC(=O)CSc2nnc(CNC(=O)c3cccs3)o2)c1,6,-3,7,5,-3,1,3,4,2
CCOC(=O)Cn1nc(/C=C/c2ccc(OC)cc2)ccc1=O,-15,0,-457,-2,1,-9,2,2,-6
CCOC(=O)c1cc2c(s1)-c1ccccc1CC2,14,0,i,-1,-1,-17,-11,14,2
COCCN(Cc1cc2ccccc2[nH]c1=O)C(=O)c1ccccc1OC,-7,-7,-8,6,4,3,5,3,-1
COc1ccc(C(=O)NNC(=O)C(Cc2ccc(O)cc2)NC(=O)c2ccccc2NC(=O)c2ccc(OC)cc2)cc1 (stereo not given),8,23,-37,4,-3,1,3,-8,3
O=C(CCc1c[nH]c2ccccc12)NC1CC1,-6,-6,23,5,4,-5,5,-2,2
C/C=C(/C)C(=O)O[C@@H]1c2c(ccc3ccc(=O)oc23)O[C@@H]1C(C)(C)OC(=O)/C(C)=C\C,7,2,-86,13,-8,3,-1,20,1
O=S(=O)(c1ccc(-c2nnc(SCc3ccccc3)o2)cc1)N1CCCC1,-35,-7,21,5,-2,-10,-7,4,1
Cc1ccc(C)c(CNS(=O)(=O)c2c(C)[nH]c(C)c2C(=O)N2CCCCC2)c1,-15,1,19,0,0,7,5,-9,1
CC(C)OCCCNC(=O)c1cc(S(=O)(=O)N2CCCCC2)c[nH]1,-18,-1,-2,8,0,-9,-3,-17,0
COc1cccc(NC(=O)CN2CCN(C(=O)c3ccco3)CC2)c1,3,1,-1,3,-2,1,-2,-9,-1
CCn1c(CNC(=O)COC)nc2ccccc21,-10,6,12,1,1,-5,-1,-22,5
CCCOc1ccc(C(=O)CCC(=O)OCC(=O)Nc2ccc(OCC)cc2)cc1,12,·,·,0,-3,-2,6,·,·
CC(C)=CCC/C(C)=C/C(N)=O,·,-4,6,·,·,·,·,1,0
COc1ccc(OC)c(C(C)NC(=O)Nc2ccccc2)c1 (stereo not given),-3,-6,12,9,5,4,1,-8,0
O=C1OC/C(=C(/O)c2ccc(Cl)cc2)C1=O,9,1,18,1,-1,6,9,-14,0
CCN1C[C@@H]2[C@@H]3C(=O)N(C)C(=O)[C@@H]3[C@](Cc3ccccc3)(C1=O)N2C(=O)c1ccc(F)cc1,·,-2,21,·,·,·,·,-7,2
O=C(c1ccc([N+](=O)[O-])cc1)N1CCC(n2nnc3cc(F)ccc32)CC1,-7,-7,4,17,0,-3,0,15,-1
O=C(CN1C(=O)NC2(CCCCCC2)C1=O)NCc1cccs1,2,-5,6,1,2,4,4,-2,0
Cc1ccc(OCc2nnc(SCC(=O)c3ccccc3)n2-c2ccccc2)cc1,4,11,14,7,-5,-2,0,3,3
Cc1csc(NC(=S)NC(=O)c2ccccc2)n1,35,-1,16,1,-3,18,15,-6,0
COc1cccc(CNC(=O)C2=Cc3cccc(OC)c3OC2)c1,-1,-3,14,7,0,-6,1,15,-1
Cc1cc(C)cc(-n2ncc3c2CCCC3NC(=O)CN2CCCC2=O)c1 (stereo not given),-19,-5,8,-2,1,-6,-6,-3,0
CCOC(=O)C1CCN(C(=O)c2cccnc2Oc2ccccc2)CC1,-16,-3,5,-4,-2,-20,-9,-19,0
CCCCCOCC(O)CCC(=O)NN (stereo not given),1,-9,17,1,-1,-5,1,2,0
Cc1ccc(C(=O)NC2CCN(S(=O)(=O)c3ccc(F)cc3)CC2)cc1,-6,-7,1,2,1,-2,2,3,1
C=CCn1cnnc1SCC(=O)Nc1cccnc1Cl,-12,·,·,-4,-6,-7,5,·,·
Cc1ccc(OCc2nnc(SCc3cc(=O)[nH]c4ccccc34)o2)cc1,-13,2,23,-6,-1,0,-3,7,1
Cc1ccc(N2C(=O)N(C(C)C)C(C)(C)CC2(C)O)cc1 (stereo not given),-10,-3,8,7,0,-2,-1,-2,1

# Following part.
SMILES,SENP6 inh,HKDC1 inh,SENP8 block-1,UBC13 inh,beta cell repl,SENP8 block-2,SENP7 inh,PfG6PD inh,SENP1 inh
Cc1ccc(/C=N/N(C)S(=O)(=O)c2ccc(C)cc2)cc1,-4,1,8,2,-1,2,3,5,1
CCc1nnc(NC(=O)CSc2nnc(-c3cc4ccccc4cc3O)n2CC)s1,5,5,-60,0,-2,-19,-7,-16,-5
CCOC(=O)c1cc(-c2ccccc2)n[nH]1,6,-1,22,5,1,8,-4,-3,-1
Cc1nc(NC(=O)/C=C/c2ccco2)sc1C,26,-4,-10,-22,0,-16,16,-4,0
C[C@@H]1CN(C(=O)c2nc3ccc(Cl)cn3c2CNCC[C@@H]2C[C@@H]3C=C[C@H]2C3)C[C@H](C)O1,11,-3,11,9,-3,-3,1,12,-21
Brc1ccccc1/C=N/Nc1nc2ccccc2o1,13,-3,-81,-6,-2,-5,34,0,7
Cc1cc(C)cc(N2C(=O)C=CC2=O)c1,·,-6,2,·,·,·,·,86*,-3
CCC(=O)NC(C)C(c1cccs1)N1CCOCC1 (stereo not given),-11,-9,16,-10,-1,0,-6,-7,-1
CCN1CCN(c2ccc(S(=O)(=O)N3CCOCC3)cc2NC(=O)C(C)Oc2ccc(F)cc2)CC1 (stereo not given),-5,-4,2,2,-3,-2,-2,7,-1
COc1ccc(CCNC(=O)c2ccc(CNS(=O)(=O)c3cc(C)ccc3C)cc2)cc1OC,-9,-1,8,5,-3,-2,-3,8,0

# Random excerpt: 3 entries already listed.
SMILES,SENP6 inh,HKDC1 inh,SENP8 block-1,UBC13 inh,beta cell repl,SENP8 block-2,SENP7 inh,PfG6PD inh,SENP1 inh
C[C@@H]1CN(C(=O)c2nc3ccc(Cl)cn3c2CNCC[C@@H]2C[C@@H]3C=C[C@H]2C3)C[C@H](C)O1,11,-3,11,9,-3,-3,1,12,-21
CCc1nnc(NC(=O)CSc2nnc(-c3cc4ccccc4cc3O)n2CC)s1,5,5,-60,0,-2,-19,-7,-16,-5
Cc1nc(NC(=O)/C=C/c2ccco2)sc1C,26,-4,-10,-22,0,-16,16,-4,0

# The listing picks up with the 3 entries that preceded the break.
SMILES,SENP6 inh,HKDC1 inh,SENP8 block-1,UBC13 inh,beta cell repl,SENP8 block-2,SENP7 inh,PfG6PD inh,SENP1 inh
CCC(=O)NC(C)C(c1cccs1)N1CCOCC1 (stereo not given),-11,-9,16,-10,-1,0,-6,-7,-1
CCN1CCN(c2ccc(S(=O)(=O)N3CCOCC3)cc2NC(=O)C(C)Oc2ccc(F)cc2)CC1 (stereo not given),-5,-4,2,2,-3,-2,-2,7,-1
COc1ccc(CCNC(=O)c2ccc(CNS(=O)(=O)c3cc(C)ccc3C)cc2)cc1OC,-9,-1,8,5,-3,-2,-3,8,0
C/C(=N\NC(=O)c1cccc(F)c1)c1cccc(NC(=O)c2ccc(F)cc2)c1,-3,-1,7,1,-1,-2,2,-21,2
COc1cc(NC(=O)C2CCN(c3cnccn3)CC2)cc(OC)c1,9,-5,-287,10,4,-2,0,11,5
CCCCNc1nc2c(c(=O)n(Cc3ccccc3)c(=O)n2C)n1C,-1,-1,12,4,-1,-10,-2,-7,3
CCO[C@H]1OC(C(=O)Nc2ccccc2)=C[C@@H](c2coc3ccccc3c2=O)[C@@H]1CCCO,-24,-3,16,2,2,-9,-14,4,2
COc1cc2ccccc2cc1C(=O)NC(=S)Nc1cccc(C(=O)O)c1,0,16,-16,-10,-2,27,6,-4,-2
O=C(CCc1nnc(CCC2CCCCC2)o1)NCCc1cccnc1,11,-12,8,-4,-1,-8,8,-3,0
CN(C)S(=O)(=O)c1cccc(NC(=O)c2cccc(NS(=O)(=O)c3ccccc3)c2)c1,25,2,-2,10,-3,6,-1,-10,-1
C=CCSc1n[nH]c(-c2ccc(OCCCC)cc2)n1,7,6,4,12,-3,-2,-12,5,0
O=C(Cn1cc([N+](=O)[O-])ccc1=O)NCC(=O)Nc1ccc(F)c(F)c1F,1,-6,6,-6,-3,5,5,-2,-1
NCCc1c(C(=O)O)[nH]c2ccc([N+](=O)[O-])cc12,-10,-4,23,-5,1,1,-1,-13,1
Cc1cccc2cc(C#N)c(SCC(=O)NCc3cccs3)nc12,-15,10,-19,-4,-2,0,0,-16,-9
CC1(C)CC(=O)C=C(Nc2ccccc2C#N)C1,7,4,-72,-28,-5,-4,8,-2,-32
O=C(NCCNC(=O)c1cc(Cl)ccc1Cl)c1cnccn1,-3,-4,-2,-1,-1,-8,-9,-14,0
